PV pol inh = poliovirus RdRp elongation inhibitors, primary screen, biochemical, fluorescence polarization, total intensity. Genome polyprotein (Poliovirus type 1 (strain Mahoney)), P03300. 0.66% of 150,000 active. % elongation, % (compound at 16.7 µg/mL). poliovirus polymerase elongation; active compounds read low; in the data active = % elongation below about 90%; also: some results filed as inactive read as strong as hits
Target sequence (P03300 1749-2209 limits assumed): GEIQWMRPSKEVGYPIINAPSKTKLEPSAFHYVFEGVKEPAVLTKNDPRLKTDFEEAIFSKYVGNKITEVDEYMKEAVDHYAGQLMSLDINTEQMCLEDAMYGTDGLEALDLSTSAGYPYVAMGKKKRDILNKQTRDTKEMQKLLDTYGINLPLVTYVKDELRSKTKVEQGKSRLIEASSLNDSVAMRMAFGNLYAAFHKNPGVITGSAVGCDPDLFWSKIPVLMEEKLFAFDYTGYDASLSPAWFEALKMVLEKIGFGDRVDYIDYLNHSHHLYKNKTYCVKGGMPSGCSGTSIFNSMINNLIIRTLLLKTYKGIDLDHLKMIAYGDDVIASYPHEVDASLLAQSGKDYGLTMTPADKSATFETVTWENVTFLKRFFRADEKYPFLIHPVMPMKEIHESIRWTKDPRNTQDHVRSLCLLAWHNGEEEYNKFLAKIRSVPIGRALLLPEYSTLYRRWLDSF
PV pol inh FP z-score = also measured in PV pol inh; calls as there; z-score; measured here: FP z-score; hits read low
An asterisk follows results filed as active. Only part of the results is shown; rates above refer to the full screens.

Preview (three entries):
SMILES | PV pol inh | PV pol inh FP z-score
Cc1cc(=O)oc2cc(OCC(=O)NCc3ccco3)ccc12 | 100 | -0.3
CCC(Sc1nc2nccnc2c(=O)n1Cc1ccc(F)cc1)C(=O)NC1CCCCC1 (configuration not stated) | 111 | 0.8
Cc1cc(C(=O)COc2ccc3oc4c(c3c2)CCCC4)c(C)n1Cc1cccs1 | 98 | -0.4

This part in full, repeating the preview:
SMILES | PV pol inh | PV pol inh FP z-score
Cc1cc(=O)oc2cc(OCC(=O)NCc3ccco3)ccc12 | 100 | -0.3
CCC(Sc1nc2nccnc2c(=O)n1Cc1ccc(F)cc1)C(=O)NC1CCCCC1 (configuration not stated) | 111 | 0.8
Cc1cc(C(=O)COc2ccc3oc4c(c3c2)CCCC4)c(C)n1Cc1cccs1 | 98 | -0.4
O=C(CSc1nnc(-c2cccs2)o1)Nc1ccc2c(c1)OC1(CCCCC1)O2 | 113 | 0.6
CCOc1ccc(S(=O)(=O)N(CC(=O)NCCSc2ccc(C)cc2)c2ccccc2)cc1 | 106 | 0.5
CCOc1ccc(NC(=O)c2cn3c4c(ccc(Cl)c4c2=O)OC(C)C3)cc1 (configuration not stated) | 105 | -0.8
O=C(Nn1c(SCc2ccc(F)cc2)nc2ccsc2c1=O)c1ccccc1 | 103 | 0.7
CCCn1c2ccc(F)cc2c2nnc(SCCN3CCCCC3)nc21 | 103 | -0.2

More entries
SMILES | PV pol inh | PV pol inh FP z-score
Cc1ccc2c(c1)c1c(c(=O)n(-c3cccc(Cl)c3)c(=O)n1CC(N)=O)n2C | 110 | 0.5
O=C(OCc1nc2ccccc2s1)C12CC3CC(CC(O)(C3)C1)C2 | 104 | 0.3
Cc1ccc2c(=O)cc(C(=O)Nc3ccc(S(=O)(=O)Nc4ncccn4)cc3)oc2c1C | 105 | -0.4
O=C(Nc1ccccc1)Nc1ccc2c(c1)C(=O)OC2 | 102 | 0.2
N#CC1=C(N)N(c2cccc(Cl)c2)C2=C(C(=O)CCC2)C1c1cc(CN2CCOCC2)cs1 (configuration not stated) | 105 | 0.2
COc1ccc2c(CSc3nnc(Nc4ccccc4OC)s3)cc(=O)oc2c1 | 99 | -0.5
CCc1ccc(N=C2N=C(N)c3ccccc32)cc1 | 100 | -0.2
N#CCSc1nc(-c2ccccc2)cs1 | 100 | 0.1

Reformatted: results already given.
> O=C(Nc1ccccc1)Nc1ccc2c(c1)C(=O)OC2
  PV pol inh: 102	PV pol inh FP z-score: 0.2

> N#CC1=C(N)N(c2cccc(Cl)c2)C2=C(C(=O)CCC2)C1c1cc(CN2CCOCC2)cs1 (configuration not stated)
  PV pol inh: 105	PV pol inh FP z-score: 0.2

> COc1ccc2c(CSc3nnc(Nc4ccccc4OC)s3)cc(=O)oc2c1
  PV pol inh: 99	PV pol inh FP z-score: -0.5

> CCc1ccc(N=C2N=C(N)c3ccccc32)cc1
  PV pol inh: 100	PV pol inh FP z-score: -0.2

Other records.
SMILES | PV pol inh | PV pol inh FP z-score
Cc1cc(C)cc(NC(=O)CSc2nc(=O)n(CCN3CCOCC3)c3c2CCC3)c1 | 107 | 0
CCn1c(NNS(=O)(=O)c2ccccc2F)nc2ccccc2c1=O | 108 | 0.6
O=C(CCS(=O)(=O)c1ccc(Br)cc1)Nc1ccc(Cl)c(C(F)(F)F)c1 | 103 | -0.5
Cc1c(NC(=O)c2cc(-c3ccc(Cl)c(Cl)c3)on2)c(=O)n(-c2ccccc2)n1C | 105 | 0.3
CCCCS(=O)(=O)Nc1cccc(O)c1 | 103 | 0
O=C(Nc1ccc2nn(-c3ccccc3)nc2c1)C(c1ccccc1)c1ccccc1 | 101 | -0.1
CC1Cc2ccccc2N1C(=O)Cn1c(-c2cccnc2)ccc(C#N)c1=O (configuration not stated) | 99 | -0.7
CCc1ccc(NC(=O)Cn2nc(CC)n3c(cc4sccc43)c2=O)cc1 | 104 | 1.3

Later entries
SMILES | PV pol inh | PV pol inh FP z-score
CCN(CC)C(=O)CSc1nnc(COc2ccc(C)cc2)n1N | 104 | 0.6
COC(=O)c1ccccc1NC(=O)n1ncc2c(C)cccc21 | 106 | 1.4
CC(C)C(C(=O)O)c1ccc(Cl)cc1 (configuration not stated) | 103 | 0.3
C=CCNC(=S)N1CCc2cc(OC)c(OC)cc2C1 | 99 | -0.2
CC(C)(C)Oc1ccc(C(=O)N(Cc2ccc(F)cc2)C2CCOC(C)(C)C2)cc1 (configuration not stated) | 109 | 0.6
Cc1ccc2nc(-c3ccc(C)s3)c(Nc3ccc4c(c3)OCCO4)n2c1 | 84* | -3*
O=C(CN1C(=O)COc2ccccc21)N(CC1CCCO1)c1nc2ccccc2s1 (configuration not stated) | 98 | -0.3
C1CN=C(NCC2CCCO2)C1 (configuration not stated) | 100 | 0.3

Next section
SMILES | PV pol inh | PV pol inh FP z-score
c1csc(CN2CCCCCC2)c1 | 99 | -0.2
CCCCn1c(N)c(N(Cc2ccco2)C(=O)Cc2coc3cc(OC)ccc23)c(=O)[nH]c1=O | 119 | 2.1
COc1ccccc1NC(=O)Cc1noc(CSc2nc3sc(C)c(C)c3c(=O)n2C(C)C)n1 | 111 | 1
CCCCC(=O)Nc1nnc(S(=O)(=O)N2CCCCCC2)s1 | 112 | 0.9
CNC(=S)N/N=C1\CCOc2ccc3ccccc3c21 | 101 | 0
N#CCC(=O)NCc1ccccc1 | 102 | 0.1
COc1ccc(Nc2nc3ccccc3c(=O)s2)cc1 | 101 | -0.2
Cc1ccccc1C(=O)N1c2ncnn2C2(CCCCC2)[C@@H]2CCCC[C@@H]21 | 111 | 0.8

More results.
SMILES | PV pol inh | PV pol inh FP z-score
CCOC(=O)c1c(C)sc(-c2c(-c3ccc4c(c3)OCCO4)[nH]c3c2c(=O)[nH]c(=O)n3C)c1O | 161 | 4.1
COC(=O)c1ccc(-c2ccco2)n1CC(=O)N1CCN(c2cccc(OC)c2)CC1 | 101 | -0.6
CC(C)(C)c1nc(NCC2CCCO2)c2nnn(Cc3ccccc3Cl)c2n1 (configuration not stated) | 102 | 0.2
CCc1nc2c(cnn2-c2ccccc2)c(=O)n1-c1ccc(C)cc1 | 103 | 1.2
Cc1c2cnn(-c3ccccc3)c(=O)c2c(C)n1CCCC(=O)NC1CCCCCC1 | 104 | 0.5
c1ccc2sc(SCc3cn4ccsc4n3)nc2c1 | 103 | 0.9
CN(C(=O)CSc1nnc(-c2ccc([N+](=O)[O-])cc2)o1)c1ccccc1 | 102 | -0.3
O=C(O)c1ccc(N2N=C(C(F)(F)F)/C(=C/c3ccc(OC(=O)c4cccs4)cc3)C2=O)cc1 | 99 | -0.7

Continuation.
SMILES | PV pol inh | PV pol inh FP z-score
Cc1noc(/C=C/c2cccs2)c1S(=O)(=O)N1CCCC(C(=O)Nc2nccs2)C1 (configuration not stated) | 101 | 0.2
Cc1ccc(NS(=O)(=O)c2c(C)nc3sc(C)cn3c2=O)c(C)c1 | 104 | -0.3
Cc1ccc(N/C(N)=N/c2nc(CSc3nnc(N)s3)cc(=O)[nH]2)cc1 | 101 | 0.1
COc1ccc(NC(=O)CCc2nc(C3=CCN(Cc4cccc(Cl)c4)CC3)no2)cc1OC | 98 | -2.3
CNS(=O)(=O)c1ccc(F)c(C(=O)OCC(=O)c2c[nH]c3ccccc23)c1 | 100 | -0.4
Cc1c(CCC(=O)N2CCCCC2)c(=O)oc2cc3occ(C(C)(C)C)c3cc12 | 108 | -0.2
O=C(COC(=O)c1ccc2[nH]c3c(c2c1)CCCC3)c1ccc2c(c1)OCO2 | 96 | -1
O=C(NCC1COc2ccccc2O1)c1ccc2c(=O)n3c(nc2c1)CCCCC3 (configuration not stated) | 103 | 0.1

Further results follow:
Every second line gives: PV pol inh | PV pol inh FP z-score
- CCN(CC)C(=O)CC#N
 : 102 | -0.2
- Cc1csc2nc(CSc3ccccc3)cc(=O)n12
 : 99 | -1.2
- CSc1ccc(C2C3=C(CCCC3=O)NC3=C2C(=O)CCC3)cc1
 : 100 | -0.1
- COc1cc(SC)ccc1C(=O)N(C)Cc1nc2ccccc2c(=O)[nH]1
 : 103 | 0.1
- COc1cccc(NC(=O)CSc2nccn2Cc2ccc3c(c2)OCO3)c1
 : 104 | -1
- CC1Cc2cc(S(N)(=O)=O)ccc2N1Cc1cc2c(cc1Br)OCCO2 (configuration not stated)
 : 97 | -0.7
- Cc1ccc2nc(-c3ccc(N=Cc4ccc[nH]4)cc3)sc2c1
 : 109 | 0.6
- CCOC(=O)c1cc(-c2ccccc2)n(CCC(=O)N(C)C2CCCCC2)c1C
 : 103 | 0.6
- CCN(Cc1ccccc1)C(=O)c1nn(-c2ccc(OC)cc2)c(=O)c2c1c1ccccc1n2C
 : 104 | -1
- Cc1oc2ncn(C)c(=O)c2c1C(=O)NCCCN(Cc1ccccc1)C(C)C
 : 113 | 0.8
- Cn1c(C(C#N)C(=O)c2ccc3c(c2)S(=O)(=O)c2ccccc2C3=O)nc2ccccc21 (configuration not stated)
 : 88 | -1
- CCn1c(-c2ccc(OC)cc2)nc2ccccc21
 : 107 | 0.4
- Cc1nc(N2CCCC2)c2c(C(=O)N3CCN(c4cc(Cl)ccc4C)CC3)c(C)oc2n1
 : 101 | -0.9
- Nc1nc(-c2ccccc2)c(Br)c(=O)[nH]1
 : 103 | 0.8
- Cc1c(Cl)cccc1NC(=O)c1ccc2nc(C(C)C)oc2c1
 : 109 | 0.6
- O=C(Nc1ccc(S(=O)(=O)N2CCCCCC2)cc1)c1ccncc1
 : 100 | -0.1
- Cc1ccc(S(=O)(=O)N2CCN(C(=O)c3cc(=O)[nH]c4ccccc34)CC2)c(C)c1
 : 103 | 0.2
- CC1CN(Cc2cc(=O)n3c(-c4ccccc4)csc3n2)CC(C)O1 (configuration not stated)
 : 126 | 3.7
- Cc1cc(=O)[nH]c(O)c1C#N
 : 98 | -0.4
- O=C(NCc1ccccc1Cl)C1CCCN(c2ncnc3c2nc2n3CCCCC2)C1 (configuration not stated)
 : 102 | -0.1
- COc1cc(N2C(=O)CSC23C(=O)N(Cc2ccc(C)cc2)c2ccccc23)cc(OC)c1OC (configuration not stated)
 : 100 | -0.9
- CCOc1ccc(CCNC(=O)c2nnc(Cc3cc(OC)c(OC)c(OC)c3)o2)cc1OCC
 : 103 | -0.5
- COC(=O)c1ccccc1NC(=O)COCc1cc(-c2ccc3c(c2)OCO3)on1
 : 102 | 0.1
- Cc1ccc(Nc2sc(C(=O)c3ccccc3)c(N)c2C(N)=O)cc1
 : 110 | 0.7
- CC1(C)CC(CC(=O)N2CCOCC2)(c2ccccc2)CCO1 (configuration not stated)
 : 102 | 0.1
- Cc1ccc(Cl)c(NC(=O)Cn2c(N)nc(C#N)c2C#N)c1
 : 92 | -0.8
- O=C(O)c1cccc(=S)[nH]1
 : 106 | 0.5
- Cc1ccc(N2CCN(C(=O)CCc3c(C)nc4ncnn4c3C)CC2)c(C)c1
 : 104 | -0.9
- CCc1n[n+]2c(C)cc(C)nc2s1
 : 101 | -0.1
- CC(C)(C)c1cc(/N=C/c2c(O)[nH]c(=O)[nH]c2=O)n(-c2ccccc2)n1
 : 101 | -0.1

Carrying on.
Every second line gives: PV pol inh | PV pol inh FP z-score
- c1nc(N2CCOCC2)nc(N2CCOCC2)n1
 : 107 | 0.3
- CC(NC(=O)c1ccccc1NC(=O)c1ccccc1)C(=O)NCc1ccco1 (configuration not stated)
 : 103 | 0.4
- CCCOC(=O)c1ccc(NC(=O)c2ccc(C)c(Br)c2)cc1
 : 99 | -0.2
- Cc1ccc(-n2c(C)nc3c(cnn3-c3ccccc3)c2=O)cc1
 : 82* | -4.1*
- COc1ccc(-n2nc(C(=O)N3CCN(c4cccc(C(F)(F)F)c4)CC3)c3c4ccccc4n(C)c3c2=O)cc1Cl
 : 112 | 1.3
- CCCCn1c(Cc2ccccc2)nnc1SCC(=O)NC
 : 102 | 0.1
- Cc1occc(=O)c1OCc1ccc(Cl)cc1
 : 102 | 0.4
- O=C1NCCN1C(=O)NC1CCCCC1
 : 102 | 0
- O=C1NC(c2cccs2)Nc2sc3c(c21)CCCC3 (configuration not stated)
 : 97 | -1.7
- O=C(COC(=O)c1ccc(S(=O)(=O)C(F)F)cc1)c1ccc(F)c(F)c1
 : 104 | 0.2
- CCN(CC)c1ccc(NS(=O)(=O)c2cc(-c3onc(C)c3C)ccc2OC)c(C)c1
 : 110 | 0.8
- Cc1cccc(-c2nc3c(cnn3-c3ccccc3)c(=O)n2-c2cccc(Cl)c2)c1
 : 103 | -0.3
- CCCNC(=O)CSc1nc2nc(C)c(Cc3ccccc3Cl)c(C)n2n1
 : 105 | 0.1
- NC(=O)c1ccsc1NC(=O)C1CC2C=CC1C2 (configuration not stated)
 : 107 | -0.4
- O=C1Cc2cc(C(=O)CSc3nnc(CN4CCCC4=O)o3)ccc2N1
 : 97 | -0.7
- CCc1ccc(NC(=O)c2ccc(CN3C(=O)C(C)=C(c4ccc(C)cc4)S3(=O)=O)cc2)cc1
 : 107 | 0.1
- Cc1ccc(C=Nc2ccc(C(F)(F)F)cc2)s1
 : 103 | 0.7
- CNC(=O)c1c(C)nc(SCC(=O)N2CCCC2=O)c(C#N)c1-c1ccco1
 : 103 | 0.1
- O=c1[nH]cnc2cc(-c3ccccc3)sc12
 : 104 | 0.7
- CCN(C(=O)c1ccc(Cl)cc1)c1ccccc1C
 : 100 | -0.3
- CCOC(=O)c1c(C)n(O)c2ccc3nonc3c12
 : 105 | 0.2
- Cc1cc(C)cc(-n2c(SCC(=O)NCC3CCCO3)nc3c([nH]c4ccccc43)c2=O)c1 (configuration not stated)
 : 108 | 0.2
- CC(C)C(=O)Nc1ccc2oc(-c3cncc(Br)c3)nc2c1
 : 107 | 0.4
- COc1cc(CNC(=O)c2ccc(N(C)C)cc2)cc(OC)c1OC
 : 102 | -0.1
- CCC(=O)NC(C)C(c1cccs1)N1CCN(c2ccccc2)CC1 (configuration not stated)
 : 105 | 1.5
- Cc1cccc(C(=O)OCCSc2nc(C)c3cc(C)c(C)cc3n2)c1
 : 100 | -0.3
- O=C(Nc1noc2ccccc12)c1ccccc1
 : 106 | 0.9
- O=C(CN1CCCCC1)N(c1ccccn1)c1ccccn1
 : 105 | 0.5
- CCOc1ccc(-c2nonc2NC(=O)c2oc3cc(C)ccc3c2C)cc1
 : 106 | 0
- CC(=O)Nc1ccc(/C=N/N2C(=O)c3ccccc3C2=O)cc1
 : 104 | 0
- CC(=O)OCc1cc(=O)n2nc(C3CCCCC3)sc2n1
 : 104 | -0.5

Bioassay records (PubChem)
